Screening results (PubChem)
OX1R antag-1: OX1R (human) antagonism | O43613 | OX1R-expressing cells, FRET antagonist read-out | inhibition, % at 6.6 µM | 1.8% of 330,000 active | AID 485270; in the data active means inhibition mostly above about 38%, no sharp cut-off; inactive means mostly below about 40%;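 further: 0% = agonist challenge alone and 100% = reference antagonist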
Target sequence (O43613 whole entry, looked up): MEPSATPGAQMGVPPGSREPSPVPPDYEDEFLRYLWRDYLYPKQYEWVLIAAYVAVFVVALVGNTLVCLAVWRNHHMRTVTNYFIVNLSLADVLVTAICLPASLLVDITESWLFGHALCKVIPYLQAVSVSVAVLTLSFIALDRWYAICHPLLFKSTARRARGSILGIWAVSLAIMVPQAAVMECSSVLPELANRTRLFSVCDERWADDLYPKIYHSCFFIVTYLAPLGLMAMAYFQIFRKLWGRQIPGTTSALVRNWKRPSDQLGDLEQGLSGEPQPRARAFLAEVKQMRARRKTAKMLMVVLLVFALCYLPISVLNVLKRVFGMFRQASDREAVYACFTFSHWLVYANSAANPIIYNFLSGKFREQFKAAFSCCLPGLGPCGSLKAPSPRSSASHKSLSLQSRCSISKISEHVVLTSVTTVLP
OX1R antag-2: human HCRTR1 antagonism; O43613; CHO/OX1R cells, Fluo-8 calcium fluorescence, orexin A; inhibition, % at 5 µM; 0.43% of 330,000 active; AID 434989;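 active means inhibition above its plate's threshold, mean inhibition of all tested compounds on the plate plus 3 SD, cut at about 37% in these data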;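 further: 0% = orexin A challenge wells and 100% = SB-334867-A antagonist wells; not every result past the cut was called active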
Numbers without * were called inactive; & = joins results of further samples.

`O=c1cc(-c2ccccc2)oc2cc(OCc3ccccc3)cc(O)c12` gave OX1R antag-1 9 and OX1R antag-2 -18.
Screening CCOC(=O)Nc1ccc(S(=O)(=O)Nc2cc(C)nc(C)n2)cc1 returned OX1R antag-1 2 and OX1R antag-2 -2.
`Cn1cc(S(=O)(=O)N2CCCC2)cc1C(=O)O` gave OX1R antag-1 -1 and OX1R antag-2 -4.
For CCc1cccc(C)c1NC(=O)CN1C(=O)NC(C)(CCC(C)C)C1=O (configuration not stated) the results were OX1R antag-1 6 and OX1R antag-2 -20.
For COc1ccc(S(=O)(=O)N2CCOCC2)cc1C(=O)NC1CCCCC1 the results were OX1R antag-1 7 and OX1R antag-2 -11.
Screening O=C(Cc1ccc(Cl)cc1)c1c[nH]c(C(=O)NCCCN2CCOCC2)c1 returned OX1R antag-1 13 and OX1R antag-2 -23.
CS(=O)(=O)N(Cc1ccccc1)c1ccccc1C(=O)O was read as OX1R antag-1 -4 and OX1R antag-2 -7.
CCc1ccc(-n2c(CSc3nnnn3-c3ccccc3)nc3ccccc3c2=O)cc1 was read as OX1R antag-1 5 and OX1R antag-2 -26.
Screening Cn1c(-c2ccc(Br)o2)nc2ccccc21 returned OX1R antag-1 43 and OX1R antag-2 -24.
`O=C(NCC1CCCCC1)c1cc2ccccc2cc1O` gave OX1R antag-1 21 and OX1R antag-2 -15.
O=C(NCC1(c2ccccc2)CCOCC1)c1ccc(Br)o1 was read as OX1R antag-1 24 and OX1R antag-2 -28.
Screening CCn1c(=S)[nH]c2cc(S(=O)(=O)N3CCOCC3)ccc21 returned OX1R antag-1 9 and OX1R antag-2 -24.
For Cc1nn(-c2ccccc2)c(Cl)c1/C=C(\CC(=O)O)c1nc2ccccc2s1 the results were OX1R antag-1 46 and OX1R antag-2 -19.
Screening Oc1ccc(-c2csc(Nc3ccccn3)n2)cc1 returned OX1R antag-1 -5 and OX1R antag-2 -12.
`CCOc1ccccc1CNC(=O)c1nn(C)c2c1CS(=O)(=O)c1ccccc1-2` gave OX1R antag-1 32 and OX1R antag-2 -5.
`O=C(O)/C=C/C(=O)Nc1ccc(Oc2ccccc2)cc1` gave OX1R antag-1 6 and OX1R antag-2 4.
O=C(CN1CCCCC1)NN(Cc1ccccc1)c1ccccc1 was read as OX1R antag-1 13 and OX1R antag-2 -16.
`COc1ccc(CCNC(=O)Cn2c(-c3nonc3N)nc3ccccc32)cc1OC` gave OX1R antag-1 19 and OX1R antag-2 -22.
`CC(C)N(CCCNC(=O)c1ccc(N2CCCC2=O)cc1)Cc1ccccc1` gave OX1R antag-1 28 and OX1R antag-2 -28.
For O=C(Cc1c(F)cccc1Cl)Nc1cc(S(=O)(=O)N2CCCCC2)ccc1N1CCOCC1 the results were OX1R antag-1 23 and OX1R antag-2 -18.
For CCC(=O)N1CCc2cc(S(=O)(=O)N3CCCC3)ccc21 the results were OX1R antag-1 5 and OX1R antag-2 -5.
`CCN1C(=O)c2ccc(C(=O)Nc3ccc4c(c3)OCO4)cc2C1=O` gave OX1R antag-1 55 and OX1R antag-2 -28.
CC1=CCCC(C)(C)C1/C=C/C(C)=N/NC(=O)c1ccncc1 (configuration not stated) was read as OX1R antag-1 16 and OX1R antag-2 3.
`N#CC1(NC(=O)COC(=O)CCN=C2NS(=O)(=O)c3ccccc32)CCCCC1` gave OX1R antag-1 8 and OX1R antag-2 -9.
`O=C(c1cc(COc2ccc(F)cc2Cl)on1)N1C[C@H]2CC[C@H]1C2` gave OX1R antag-1 -5 and OX1R antag-2 -25.
Screening COCCCn1c(=O)c2ccccc2n(Cc2cc(C(=O)OC)ccc2OC)c1=O returned OX1R antag-1 19 and OX1R antag-2 -2.
`CCC(=O)OCc1c(C(F)(F)F)nn(C)c1Sc1ccc(Cl)cc1` gave OX1R antag-1 20 and OX1R antag-2 -23.
`CC(C)C(NC(=O)OCc1ccccc1)C(=O)O` (configuration not stated) gave OX1R antag-1 18 and OX1R antag-2 0.
Screening CN1CCN(CCCNC(=O)CCCOc2cc(=O)n(C)c3ccccc23)CC1 returned OX1R antag-1 5 and OX1R antag-2 -6.
`O=C(NNC(=O)c1cccc(C(F)(F)F)c1)c1ccc(-n2cnnn2)cc1` gave OX1R antag-1 5 and OX1R antag-2 3.
Screening O=C(CN(c1ccc(Cl)cc1)S(=O)(=O)c1ccccc1)N/N=C/c1ccco1 returned OX1R antag-1 13 and OX1R antag-2 -29.
`Oc1c(Br)cc(Br)cc1CNc1ccccn1` gave OX1R antag-1 20 and OX1R antag-2 -12.
For O=C(C1=NN[C@@H]2C(=O)N(c3cccc(C(F)(F)F)c3)C(=O)[C@H]12)c1cnccn1 the results were OX1R antag-1 23 and OX1R antag-2 7.
For CCn1cc(S(=O)(=O)c2ccc(C)cc2)c(=O)c2cc(F)c(N3CCN(C)CC3)cc21 the results were OX1R antag-1 9 and OX1R antag-2 2.
COc1ccc(F)cc1CN1CCN(c2ncnc3scc(-c4ccccc4)c23)CC1 was read as OX1R antag-1 5 and OX1R antag-2 -10.
COc1ccc(NC2=CC(c3ccc(F)cc3)N(c3ccc(OC)cc3)C2=O)cc1 (configuration not stated) was read as OX1R antag-1 2 and OX1R antag-2 -25.
`COc1ccc(CCNC(=O)c2ccccc2NC(=O)c2ccco2)cc1OC` gave OX1R antag-1 28 and OX1R antag-2 -8.
Screening Cc1c(NC(=O)CSc2ccc(Cl)cc2)c(=O)n(-c2ccccc2)n1C returned OX1R antag-1 25 and OX1R antag-2 -15.
CC1CC(C)CN(C(=O)C2CCN(C(=O)Nc3ccccc3)CC2)C1 (configuration not stated) was read as OX1R antag-1 3 and OX1R antag-2 -19.
Cc1cccc(OCCn2c(=O)oc3ccc(C)cc32)c1 was read as OX1R antag-1 15 and OX1R antag-2 -21.
O=C(Nc1ccc(Cl)cc1)c1cc(Br)ccc1OCC(=O)N1CCOCC1 was read as OX1R antag-1 8 and OX1R antag-2 -5.
S=c1[nH]ccn1-c1ccccc1Cl was read as OX1R antag-1 -3 and OX1R antag-2 2.
`CCn1c2ccccc2c2nnc(SCC(=O)Nc3ncccn3)nc21` gave OX1R antag-1 26 and OX1R antag-2 -18.
CCC(=O)Nn1cnc2c(c1=O)C1(CCCCC1)Cc1ccccc1-2 was read as OX1R antag-1 -4 and OX1R antag-2 -12.
Screening N#CCCN(Cc1cccs1)C(=O)c1ccc(Cl)cc1 returned OX1R antag-1 2 and OX1R antag-2 -6.
`CCCCOc1ccc(C(=O)N/C(=C/C=C/c2ccccc2)C(=O)N2CCOCC2)cc1` gave OX1R antag-1 11 and OX1R antag-2 -33.
COc1ccc(Br)cc1CN(C)CC(=O)Nc1cc(Cl)cc(Cl)c1 was read as OX1R antag-1 23 and OX1R antag-2 -35.
Screening COc1ccc(C2CC(c3cccc(F)c3)=NN2c2ccc(S(N)(=O)=O)cc2)cc1 (configuration not stated) returned OX1R antag-1 4 and OX1R antag-2 -2.
Screening CN1C(=O)C(O)(C2COC(C)(C)CC2=O)c2ccccc21 (configuration not stated) returned OX1R antag-1 60 and OX1R antag-2 -8.
`Cc1cc2c(C)c(C)c(=O)[nH]c2cc1N` gave OX1R antag-1 9 and OX1R antag-2 8.
For CCOc1ccc(N2CC(C(=O)NCCN3C(=O)S/C(=C\c4ccc(OC)c(OC)c4)C3=O)CC2=O)cc1 (configuration not stated) the results were OX1R antag-1 1 and OX1R antag-2 -9.
`CCn1c(Cc2ccc(OC)cc2)nnc1SCC(=O)NC1CC1` gave OX1R antag-1 5 and OX1R antag-2 -11.
`O=C(COc1cccnc1[N+](=O)[O-])NC1CCS(=O)(=O)C1` (configuration not stated) gave OX1R antag-1 29 and OX1R antag-2 4.
Screening Cc1c(C)c2ccc(OCC(=O)Nc3cccnc3)c(C)c2oc1=O returned OX1R antag-1 16 and OX1R antag-2 -11.
Screening Cc1ccc(OC(=O)c2ccncc2)c(C)c1 returned OX1R antag-1 1 and OX1R antag-2 -1.
COc1ccc(-c2[nH]ncc2/C=N/NC(=O)c2ccc(Br)cc2)c(OC)c1 was read as OX1R antag-1 12 and OX1R antag-2 -23.
Screening CCCCN(CC)S(=O)(=O)N1CCC(C(=O)NCCCN2CCOCC2)CC1 returned OX1R antag-1 -4 and OX1R antag-2 4.
`O=C(NNC1=NCCC1)c1cccc(S(=O)(=O)N2CCOCC2)c1` gave OX1R antag-1 9 and OX1R antag-2 -1.
For CCn1c(O)c(/C=C2\C=NN=C2c2ccc(C)cc2)sc1=S the results were OX1R antag-1 5 and OX1R antag-2 -13.
COCCCNC(=O)/C(C#N)=C/c1c(N2CCN(c3ccc(OC)cc3)CC2)nc2c(C)cccn2c1=O was read as OX1R antag-1 20 and OX1R antag-2 -30.
Screening COc1cc(OC)cc(C(=O)OC(C)C(=O)NC2CCCc3ccccc32)c1 (configuration not stated) returned OX1R antag-1 0 and OX1R antag-2 -29.
For COc1cc(/C=N/NC(=O)c2ccncc2)ccc1O the results were OX1R antag-1 21&23 and OX1R antag-2 -2&-14.
Screening CCCOc1ccc(C2=CSC3=NCCN23)cc1[N+](=O)[O-] returned OX1R antag-1 4 and OX1R antag-2 -22.
For C=CCC(NCc1ccco1)c1ccc(OC)cc1OC (configuration not stated) the results were OX1R antag-1 -2 and OX1R antag-2 -23.
Screening CC(NCCC1(Cc2ccccc2Cl)CCOC(C)(C)C1)c1cccs1 (configuration not stated) returned OX1R antag-1 5 and OX1R antag-2 -41.
Cc1ccc(C(=O)N2CCN(c3ccc(N4CCOCC4)nn3)CC2)cc1 was read as OX1R antag-1 5 and OX1R antag-2 -6.
O=C(COC(=O)CCSc1ccc(Cl)cc1)Nc1ccc(F)cc1 was read as OX1R antag-1 5 and OX1R antag-2 -6.
`CCOC(=O)c1csc(NC(=O)c2ccc(OC)c(OC)c2)n1` gave OX1R antag-1 6 and OX1R antag-2 -6.
`O=C(N/N=C/c1ccccn1)c1ccc(Br)cc1` gave OX1R antag-1 37 and OX1R antag-2 -5.
OCCC1CN(Cc2cccc(F)c2F)CCN1CCc1ccccc1 (configuration not stated) was read as OX1R antag-1 -3 and OX1R antag-2 -33.
`CN(Cc1ccc(Cl)cc1Cl)C(=O)c1cc(=O)c2ccccc2o1` gave OX1R antag-1 6 and OX1R antag-2 -16.
`CC(=O)Nc1ccc(NC(=O)CSc2nc3[nH]ncc3c(=O)n2-c2ccccc2)cc1` gave OX1R antag-1 9 and OX1R antag-2 -2.
C#C[C@]1(O)CC[C@H]2[C@@H]3CCC4=CC(=O)CC[C@@H]4[C@H]3CC[C@@]21C was read as OX1R antag-1 9 and OX1R antag-2 -12.
CCNC(=S)N/N=C1\C(=O)c2cccc3cccc1c23 was read as OX1R antag-1 16 and OX1R antag-2 -10.
For CCC(C(=O)NC(C)c1ccccc1)C(=O)NC(C)c1ccccc1 (configuration not stated) the results were OX1R antag-1 -6 and OX1R antag-2 -15.
Screening Cc1cc(-c2nnc(CCC(=O)NC(c3ccccc3)c3ccccc3)o2)no1 returned OX1R antag-1 20 and OX1R antag-2 -20.
`NCCCC[C@@H]1NC(=O)c2cc([N+](=O)[O-])cc(I)c2SC[C@@H](C(N)=O)NC(=O)[C@H](CCC(N)=O)NC1=O` gave OX1R antag-1 46 and OX1R antag-2 0.
For CCOC(=O)c1cc(C(=O)NC(C)c2ccccc2)c(C)[nH]c1=O (configuration not stated) the results were OX1R antag-1 18 and OX1R antag-2 -27.
Screening COc1ccc2c(c1)c(C(=O)CN1CCN(c3ccccc3)CC1)c(C)n2C returned OX1R antag-1 18 and OX1R antag-2 -5.
Cc1nn(-c2ccc(F)cc2)c(N)c1C1(O)C(=O)Nc2ccccc21 (configuration not stated) was read as OX1R antag-1 11 and OX1R antag-2 1.
Screening Cc1nn(-c2ccccc2)c(N)c1C(O)(CC(=O)C(F)(F)F)C(F)(F)F (configuration not stated) returned OX1R antag-1 -3 and OX1R antag-2 -3.
COCCCN1C(=O)C(=O)/C(=C(/O)c2ccc(S(=O)(=O)N3CCOCC3)cc2)C1c1ccc(OC)cc1 (configuration not stated) was read as OX1R antag-1 15 and OX1R antag-2 2.
Screening C=CCn1c(-c2cccc([N+](=O)[O-])c2)n[nH]c1=S returned OX1R antag-1 46 and OX1R antag-2 -3.
`O=[N+]([O-])c1cccc(-c2ccc(/C=N/NC(=S)Nc3cccc(F)c3)o2)c1` gave OX1R antag-1 14 and OX1R antag-2 -33.

Looked up one by one from the list above:
Screening Cc1cc(-c2nnc(CCC(=O)NC(c3ccccc3)c3ccccc3)o2)no1 returned OX1R antag-1 20 and OX1R antag-2 -20.
Screening C=CCn1c(-c2cccc([N+](=O)[O-])c2)n[nH]c1=S returned OX1R antag-1 46 and OX1R antag-2 -3.
Screening Cc1nn(-c2ccccc2)c(N)c1C(O)(CC(=O)C(F)(F)F)C(F)(F)F (configuration not stated) returned OX1R antag-1 -3 and OX1R antag-2 -3.
Screening COc1ccc2c(c1)c(C(=O)CN1CCN(c3ccccc3)CC1)c(C)n2C returned OX1R antag-1 18 and OX1R antag-2 -5.
COCCCN1C(=O)C(=O)/C(=C(/O)c2ccc(S(=O)(=O)N3CCOCC3)cc2)C1c1ccc(OC)cc1 (configuration not stated) was read as OX1R antag-1 15 and OX1R antag-2 2.
`NCCCC[C@@H]1NC(=O)c2cc([N+](=O)[O-])cc(I)c2SC[C@@H](C(N)=O)NC(=O)[C@H](CCC(N)=O)NC1=O` gave OX1R antag-1 46 and OX1R antag-2 0.

Further records follow.
N=C(N)SCc1nc2ccccc2c(=O)n1-c1ccccc1 was read as OX1R antag-1 9&14 and OX1R antag-2 -12&-23.
`CCOc1ccc(/C=C/C(O)=C2/C(=O)N(C)C3(C)CC2c2ccccc2O3)cc1OC` (configuration not stated) gave OX1R antag-1 19 and OX1R antag-2 -28.
`Cc1ccc(C(C)C)c(OCCCN(C)Cc2ccccc2)c1` gave OX1R antag-1 11 and OX1R antag-2 -32.
Cc1ccc2nc(SCC(=O)NCc3ccc4c(c3)OCO4)nc(=O)n2c1 was read as OX1R antag-1 9 and OX1R antag-2 0.
